A549 tox: counter-screen for Nrf2 inhibitors: cytotoxicity in A549 cells; A549 ARE-Fluc cells, CellTiter-Fluor viability, 18-24 h; actives 0.16% (n = 390,000); Potency, µM (highest dose often 46 µM), for the others: top-dose activity change, negative = cytotoxicity, hits mostly inhibitors; note: potency is the fitted concentration of half-maximal effect; % is set by controls: 0 for no effect and ±100 for the full control effect
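A549 ARE_Fluc cells in 5% FBS OPTI-MEM were exposed to compounds in concentration-response for 18-24 h at 37 deg C. Viability was read by CellTiter-Fluor fluorescence (Ex 405/Em 525) after 30 min, before the luciferase read.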
Mm-Cpn inhibitor: inhibitors of Methanococcus maripaludis chaperonin (MmCpn) | purified Mm-Cpn ATPase, ADP Transcreener TR-FRET | Potency, µM (top dose mostly 76.9 µM), for inactives: at the top dose activity, negative = inhibition, usual class: inhibitors | actives 0.031% (n = 330,000) | AID 504842; note: potency is the fitted concentration of half-maximal effect; % is set by controls: 0 for no effect and ±100 for the full control effect; nearly all actives have a fitted effect of over 80% in size
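ATP (10 uM final) was added to archaeal chaperonin (25 nM final) after 10 min exposure to test compound at 37°C; after 30 min further incubation, ADP was detected by competitive TR-FRET.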
Nrf2 block: Nrf2 pathway inhibition; actives 2.1% (n = 360,000); AID 504444; Potency, µM (top dose mostly 46 µM), without a hit: at the highest dose activity change, negative = inhibition, actives largely listed as inhibitors; A549 ARE-Fluc reporter, luciferase luminescence, 18-24 h; note: potency is the fitted concentration of half-maximal effect; % is set by controls: 0 for no effect and ±100 for the full control effect; nearly all actives have a fitted effect of over 60% in size
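A549 ARE_Fluc cells, 5000/well, 5% FBS OPTI-MEM; compounds in dose-response, 18-24 h at 37 °C/5% CO2; CellTiter-Fluor viability read (Ex 405/Em 525), then BugLite luciferase luminescence = Nrf2 activity.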
HepG2 viability: kills HepG2 cells in TGF-b inhibitor counter-screen | HepG2 CAGA-GFP viability, ATP luminescence, 18 h | Potency, µM (highest dose often 46.1 µM), for the others: top-dose activity change, negative = cytotoxicity, most hits filed as cytotoxic | actives 0.76% (n = 410,000); note: potency is the fitted concentration of half-maximal effect; some results filed as inactive show a strong effect at the top dose
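CellTiter-Glo luminescence gave cytotoxicity after 18 hours at 37 degrees C. The cells were HepG2 CAGA-GFP in 1% FBS DMEM, stimulated with 500 pg/mL TGF-beta after compound addition. %Activity was normalised to no-cell wells (complete cell-killing) and DMSO (no toxicity), and curves were fitted and classified.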
Nrf2 ARE act: activates Nrf2 signaling | AREc32 ARE-luciferase reporter (MCF7-derived line), luminescence, 24 h | Potency, µM (series often up to 46.1 µM), without a hit: top-dose activation, hits mostly activators | actives 0.31% (n = 410,000); note: potency is the fitted concentration of half-maximal effect; % of control where 0% means no effect; nearly all actives have a fitted effect of over 65% in size
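Steps: seed AREc32_Fluc cells (1000/well, 5% FBS OPTI-MEM); incubate overnight at 37 deg C; add 23 nL compound; incubate 24 hr; add Steady-Glo; hold 30 min RT; read luminescence.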
Abeta yeast res: compounds reversing amyloid beta toxicity in yeast; AID 1347071; yeast expressing A-beta42, growth rescue, OD600, 48 h; response scale: 0% DMSO, 100% iron-clioquinol control; Potency, µM (series often up to 46.1 µM), for inactives: at the top dose growth rescue, usual class: activators; actives 0.063% (n = 410,000); note: potency is the fitted concentration of half-maximal effect; nearly all actives have a fitted effect of over 55% in size
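Yeast growth medium received pinned compounds, then yeast cells expressing toxic A-beta were added; plates incubated at 30 C for 48 hr. Growth read as absorbance at 600 nm, normalized to DMSO and equimolar FeCl3 plus clioquinol controls.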
TGFb inhibitor: TGF-b pathway inhibition. HepG2 CAGA-GFP TGF-b/SMAD3 reporter, GFP fluorescence, 18 h; TGF-beta stimulated, 500 pg/mL final. Potency, µM (titrated, usually from 46.1 µM), for inactives: at the top dose activity, negative = inhibition, usual class: inhibitors. actives 1.2% (n = 410,000); note: potency is the fitted concentration of half-maximal effect; % is set by controls: 0 for no effect and ±100 for the full control effect; nearly all actives have a fitted effect of over 65% in size
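Cell-based qHTS in HEPG2 carrying a CAGA-GFP Smad reporter; compounds added before 500 pg/mL final TGF-beta, 18 h incubation at 37 degrees C, GFP fluorescence quantified per cell by imaging cytometry.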
CCT modulator: cytosolic chaperonin activity modulation; purified chaperonin ATPase assay, HTRF ADP detection, 30 min; activity change, % (test concentration not listed), hits read low; actives 0.3% (n = 360,000); AID 651819; in the data active = activity change below about -30%; note: % is set by controls: 0 for no effect and ±100 for the full control effect
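First, chaperonin was dispensed at 40 nM or 20 nM final depending on batch activity. Next, compounds were pinned at 76 uM and ATP added at 10 uM. After 30 min at 37 °C, ADP detection reagents ran 30 min at ambient temperature.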
Akt phos inh: Akt phosphorylation inhibition | Neuro2A IGF-stimulated pAkt S473 HTRF, 20 min; stronger effect = lower value | activity change, % for hits at 50 µM | actives 0.32% (n = 360,000); in the data active = activity change below about -80%; inconclusive = mostly about -51% to -80%; note: % is set by controls: 0 for no effect and ±100 for the full control effect
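Single-point screen (50 µM final compound) in Neuro2A cells stimulated 20 min with 6 nM IGF at 37 deg C. After lysis, Ser473-phosphorylated Akt read by HTRF (ex 330 nm, em 615/665 nm) as the 665/615 ratio.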
* = called active by the depositor; i = inactive; ? = inconclusive; / = not tested or not shown; [ ] = another dose, or the depositor's remark. Unless noted, calls come from the whole dose curve; as a rule, active = well fitted curve in the direction sought with a large enough effect; inconclusive = small, poorly fitted or top-dose-only effect, or another doubt; inactive = no such curve, though single readings can be large; an effect the other way counts as inactive or inconclusive.

Every second line gives: A549 tox | Mm-Cpn inhibitor | Nrf2 block | HepG2 viability | Nrf2 ARE act | Abeta yeast res | TGFb inhibitor | CCT modulator | Akt phos inh
COc1ccc(N2CCN(C(=O)CCCn3c(=O)[nH]c4cc(Cl)ccc4c3=O)CC2)cc1
    -4% | -2% | ? | -5% | -0.6% | 11% | -6% | -0.8 | i
c1ccc(CSC2=NCCCN2)cc1
    0% | 0% | -3% | 2% | -0.6% | 5% | -1% | 0.8 | i
CC[N+](CC)(CC)CCOc1ccc(/C=C/c2ccccc2)cc1
    -9% | -1% | 15µM* | 0% | -0.7% | -49%[inhibitor] | -9% | 0.3 | i
COc1cc2c(-c3ccc(C)cc3)nc3c(c(C)nn3-c3ccccc3)c2cc1OC
    -4% | / | 12% | -1% | 0.2% | -9% | -3% | / | /
C/C(O)=C(/N=O)C(=O)Nc1ccccc1
    -2% | -3% | 6% | -20% | -0.3% | -2% | 3% | -4.3 | /
COc1cc(C(=O)NC(=S)NNC(=O)c2ccc3c(c2)OCO3)cc(OC)c1OC
    -7% | -2% | ? | 6% | -0.6% | ? | ? | -2.5 | i
CC(c1nnc(SCC(=O)Nc2cccnc2Cl)n1-c1ccccc1)N(C)C (stereo not given)
    0% | 0% | 20% | -1% | -0.4% | 1% | 1% | -0.8 | i
O=C(O)CN1C(=O)/C(=C\c2ccc(OC(=O)c3ccco3)cc2)SC1=S
    -24% | -1% | -8% | 14% | 0.1% | -4% | 41%[activator] | -1.0 | i
O=C(CC1C(=O)NCCN1Cc1ccccc1)NC1CCCCCC1 (stereo not given)
    3% | 0% | 6% | -16% | -0.7% | -12% | -1% | -1.8 | i
O=C(Nc1ccccc1)C(O)C(O)C(=O)Nc1ccccc1 (stereo not given)
    -1% | -3% | -14% | -17% | -0.4% | 4% | -18% | 0.2 | i
CCN(C[C@H]1N[C@@](CC)(C(=O)OC)[C@H]2C(=O)N(Cc3ccccc3)C(=O)[C@@H]12)S(=O)(=O)c1ccc(OC(F)(F)F)cc1
    -2% | -1% | -13% | -3% | 2.6% | -2% | ? | -0.1 | i
CCCOc1ccccc1NC(=O)c1c(-c2ccccc2)noc1C
    3% | 0% | -5% | -10% | 2.9% | -10% | ? | -0.9 | i
O=C(Cn1nnc(-c2cccs2)n1)NCc1cccs1
    -6% | 1% | 4% | 4% | -0.2% | 5% | 15% | 0.5 | i
Cc1ccc(Oc2cc(-n3nc(C)cc3C)ncn2)cc1
    0% | 2% | 9% | -8% | 3.0% | -26% | 5% | -0.1 | i
Cc1ccccc1-c1cc(C(=O)Nc2sc(C)c(C)c2C(N)=O)c2ccccc2n1
    -21% | -15% | / | -44% | 3.0% | -18% | ? | 1.5 | i
Cc1c(C(=O)Nc2ccc(F)cc2)nnn1-c1cccc(C(F)(F)F)c1
    -15% | 2% | 21µM* | 0% | 2.9% | 6% | -2% | 0.5 | i
O=C(Nc1cc(C(F)(F)F)ccc1Cl)C(Sc1ccccn1)c1ccccc1 (stereo not given)
    0% | -1% | 0% | -24% | 3.5% | 11% | -27% | 0.7 | i
CCN(CC)C(=O)Cn1cc(C(=O)C(=O)N(C)C2CCN(C)CC2)c2ccccc21
    3% | 1% | 6% | -1% | -0.5% | 8% | -6% | -90* | i
COc1ccc(CCNC(=O)CSc2nc(C)cc(C)n2)cc1OC
    1% | -5% | 6% | 11% | -0.7% | 0% | -1% | -0.1 | i
CCCCCc1ccc(-c2ccc(OC)cc2)nc1
    0% | -13% | 16% | 0% | -0.2% | 2% | 10% | 0.1 | i
COc1ccc(-c2nnn(CC(=O)N(CC3CCCO3)C(C(=O)NC(C)(C)C)c3ccco3)n2)cc1OC (stereo not given)
    -7% | 0% | 14% | 7% | 0.3% | -9% | 7% | 0.0 | i
Cc1cc(/C=C/C(=O)O)c(C)n1-c1ccc(Cl)cc1
    0% | 1% | 3% | 0% | -0.7% | 2% | 5% | 0.3 | i
CN(C)c1ccc(S(=O)(=O)N(C)C)cc1NC(=O)Cc1cccc2ccccc12
    0% | -1% | ? | -4% | -0.1% | 15% | -2% | -1.8 | i
C(=N\n1cnnc1)/c1cccn1-c1ccccc1
    0% | 0% | -6% | -29% | -0.5% | 5% | -2% | 0.2 | i
CCC(CO)N=CC1=C(O)C(C(=O)c2ccccc2)CCC1=O (stereo not given)
    -2% | -4% | 16% | -30% | -0.3% | 8% | ? | -0.2 | i
CC(C)c1ccc(NC(=O)C2(C)Cc3ccccc3C(=O)O2)cc1 (stereo not given)
    0% | / | ? | -12% | 5.5% | -12% | 9% | / | /
O=c1ccnc(Nc2ccc(Cl)cc2)[nH]1
    0% | -3% | ? | -17% | -0.7% | 5% | -31% | -1.7 | i
Cc1ccc2nc(-c3ccccc3)c(CC3CCCCC3)n2c1
    / | / | / | -45% | 16% | -4% | -13% | -0.9 | i
COc1cc(CN2CCN(c3ncccn3)CC2)cc(OC)c1
    17% | 2% | -27% | 1% | 0.6% | -7% | 3% | 1.9 | i
O=C(CN1CCOCC1)OCCCc1ccccc1
    -4% | 1% | 11% | -5% | -0.2% | 6% | 5% | -1.9 | i

(cont.)
Every second line gives: A549 tox | Mm-Cpn inhibitor | Nrf2 block | HepG2 viability | Nrf2 ARE act | Abeta yeast res | TGFb inhibitor | CCT modulator | Akt phos inh
CCOc1ccc2nc(S(=O)(=O)NC(=O)C3(C)CCN3C(=O)c3cccc(F)c3)sc2c1 (stereo not given)
    / | / | / | 0% | 0.5%[9.22 µM] | 10% | 0% | -1.6 | i
Cc1[nH]c2ccccc2c1C(=O)C(C)OC(=O)C1CCC1 (stereo not given)
    -12% | -1% | -26% | 0% | -1.1% | 26% | -13% | 0.0 | i
Oc1ccc2ccccc2c1C=Nc1ccccc1Br
    6% | -10% | 1% | -16% | 4.4% | 9% | -18% | 1.1 | i
CC(=O)Nc1cccc(Nc2nc(-c3cccs3)nc3ccccc23)c1
    0% | -4% | ? | -56% | 3.9% | -8% | ? | -2.1 | i
Cc1cc(N/N=C/c2ccc(O)cc2)c2cccc(C)c2n1
    -23% | 0% | -11% | 18µM* | -2.9% | -18% | ? | 1.0 | i
CC1CCN(C(=O)c2ccc(S(=O)(=O)N3CCOCC3)cc2)CC1
    2% | 0% | 0% | -6% | 2.2% | -17% | -6% | 0.8 | i
CC(=O)C(=Nc1cccc(Cl)c1)NNc1ccccc1C
    3% | / | -11% | 22% | 1.0% | 0% | -21% | -0.7 | i
COCCNC(=O)CN(c1cc(Cl)ccc1OC)S(=O)(=O)c1ccc(C)c([N+](=O)[O-])c1
    8% | -4% | -29% | 4% | -0.6% | -1% | 13% | 2.0 | i
Cc1cc(NC(=O)C(C)C)ncc1NC(=O)Cc1ccccc1
    -8% | 1% | 2% | -12% | 0.3% | 13% | -1% | -3.4 | i
COc1cccc(NC(=O)CN(C)C(=O)c2cc(S(=O)(=O)NCc3ccccc3)ccc2C)c1
    0% | -1% | -11% | -2% | 0.4% | 12% | 9% | 1.5 | i
O=C(Nc1ccc(Cl)cc1)C1Cc2c(-c3ccccc3)ccnc2O1 (stereo not given)
    / | / | / | -20% | -1.2%[9.22 µM] | -28% | -1% | -0.4 | i
COc1ccc(OCc2nc3ccccc3n2C(C)C)cc1
    0% | 1% | 23µM* | 0% | 5.3% | 10% | 3% | -1.4 | i
COC(=O)c1c(NC(=O)CN2CCN(Cc3ccc4c(c3)OCO4)CC2)sc(C)c1C
    -2% | -3% | -7% | -78% | 4.1% | -19% | -48% | 3.4 | /
COc1ccc(CCNC(=O)Cn2nnc(-c3ccc(N(C)C)cc3)n2)cc1OC
    -8% | 0% | -8% | -3% | 3.8% | 0% | ? | -1.4 | i
COC(=O)c1nn(-c2cccc(C(F)(F)F)c2)ccc1=O
    1% | -1% | -2% | -15% | -1.0% | -8% | -2% | -1.3 | i
COc1ccccc1CC(=O)N1CCCC1
    10% | -1% | 6% | 3% | -0.2% | -21% | 2% | -7.6 | i
CCOC(=O)c1c(NC(=O)COc2ncnc3ccccc23)sc(C(C)=O)c1C
    -5% | ? | -4% | -20% | 0.2% | -6% | 4% | -0.8 | i
COC(=O)CN1CCN(C(=O)c2ccc(F)cc2)c2ccccc2C1
    -1% | 0% | 10% | -10% | 0.4% | 6% | 4% | -3.3 | i
CS(=O)(=O)NCc1ccc(C(=O)NCc2ccccc2)cc1
    -9% | 0%[15.4 µM] | ? | -14% | -0.1% | -5% | 11% | -4.3 | i
N#C/C(=N/Nc1ccccc1F)C(=N)N1CCOCC1
    -29% | 0% | ? | 8% | 0.5% | ? | -3% | -3.4 | i
O=C(COc1ccc(Cl)cc1)NNC(=O)c1ccc(=O)[nH]c1
    0% | -2% | ? | 2% | -1.1% | 7% | ? | 1.8 | i
O=C(Nc1ccccc1Br)c1ccc2nccnc2c1
    -17% | -1% | ? | -2% | 7.1% | -8% | -1% | 0.1 | i
O=C(NC(=O)N1CCCCC1)c1ccc(Cl)cc1
    -2% | 0% | 10% | 2% | -2.1% | 12% | 6% | -0.3 | i
Cn1ccnc1C(O)c1ccco1 (stereo not given)
    -1% | -1% | 3% | -11% | -0.7% | -7% | 5% | -0.9 | i
Clc1ccc(Nc2nc(N3CCOCC3)nc(N3CCOCC3)n2)cc1Cl
    9% | 3% | 17% | -6% | -0.5% | 11% | -14% | 0.5 | i

CCT modulator: entries above that show a hit.
canonical_smiles | Mm-Cpn inhibitor | TGFb inhibitor | CCT modulator | Akt phos inh
CCN(CC)C(=O)Cn1cc(C(=O)C(=O)N(C)C2CCN(C)CC2)c2ccccc21 | 1% | -6% | -90* | i

Screens: PubChem, National Center for Advancing Translational Sciences (NCATS)
